HDAC3 inh: blocks human histone deacetylase 3; inhibition, % at 8.3 µM; recombinant HDAC3, fluorogenic peptide/trypsin coupled, fluorescence; 320,000 compounds, 0.15% hits; O15379; in the data active means inhibition above about 26%, passing the limit was not always enough
Target sequence (O15379 whole entry, looked up): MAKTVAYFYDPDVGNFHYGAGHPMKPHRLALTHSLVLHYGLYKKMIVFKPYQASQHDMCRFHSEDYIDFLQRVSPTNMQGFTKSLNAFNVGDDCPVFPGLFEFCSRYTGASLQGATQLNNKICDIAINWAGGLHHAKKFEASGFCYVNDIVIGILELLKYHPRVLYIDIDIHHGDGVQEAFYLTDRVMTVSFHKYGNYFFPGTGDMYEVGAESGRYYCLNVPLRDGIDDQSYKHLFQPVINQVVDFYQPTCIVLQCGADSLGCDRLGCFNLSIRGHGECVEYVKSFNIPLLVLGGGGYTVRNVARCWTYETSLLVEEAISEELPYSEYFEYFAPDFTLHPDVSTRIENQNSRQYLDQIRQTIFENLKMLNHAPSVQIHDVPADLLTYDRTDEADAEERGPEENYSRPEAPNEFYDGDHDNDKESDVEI
GSK3A inh: blocks human GSK-3 alpha kinase; P49840; ADP-Glo luminescence, 60 min; inhibition, % at 10 µM; 320,000 compounds, 0.1% hits;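 in the data active means inhibition above about 50%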;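 further: GST-tagged GSK-3 alpha with peptide substrate and 25 µM ATP; 0% = DMSO neutral wells and 100% = GW8510 positive control wells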
Dyrk1A ADPGlo: Dyrk1A (rat) kinase inhibition | inhibition, % at 12.5 µM | 310,000 compounds, 0.43% hits | AID 504441 | ADP-Glo luminescence, NFATc1 peptide | Q63470; in the data active means inhibition above about 50%;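 further: plate controls were vehicle with enzyme for no effect and no enzyme for full effect; many of its hits are not listed in these tables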
PolyA inh: yeast polyadenylation inhibition | S. cerevisiae SKY197-pL101 polyadenylation reporter, beta-gal luminescence; efflux-impaired pdr1/pdr3 knockout yeast; score 100 = 6 SD above DMSO | calls only at 12 µM | 300,000 compounds, 0.02% hits | AID 1875;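 active means lowest replicate activity score at least 50, where 100 means six control SD above control mean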;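 further: yeast exposed to compound for 9 h at 30 °C; higher score means more reporter readthrough which indicates perturbed polyadenylation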
GSK3B inh: human GSK3beta kinase inhibition; P49841; GST-GSK3beta kinase, ADP-Glo luminescence, 60 min; hits give low values; activity score (negative = inhibition), % at 10 µM; 300,000 compounds, 0.038% hits;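 active means more than half of replicate wells score below -50%, meaning over 50% inhibition versus plate controls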;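 further: 0% = median DMSO wells and -100% = median GW8510 positive control wells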
Target sequence (P49841 whole entry, looked up): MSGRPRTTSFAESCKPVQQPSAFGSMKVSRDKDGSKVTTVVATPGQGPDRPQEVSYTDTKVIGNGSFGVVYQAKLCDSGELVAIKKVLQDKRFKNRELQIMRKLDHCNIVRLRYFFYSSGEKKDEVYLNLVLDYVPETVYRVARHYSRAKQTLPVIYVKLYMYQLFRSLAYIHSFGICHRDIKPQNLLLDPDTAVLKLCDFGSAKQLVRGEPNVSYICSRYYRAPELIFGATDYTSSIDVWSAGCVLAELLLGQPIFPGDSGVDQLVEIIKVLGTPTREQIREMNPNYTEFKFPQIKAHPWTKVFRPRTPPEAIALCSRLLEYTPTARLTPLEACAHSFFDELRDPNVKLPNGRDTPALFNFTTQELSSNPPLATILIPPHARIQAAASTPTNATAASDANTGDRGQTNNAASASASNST
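Assay system: GST-tagged human GSK3beta kinase, cell-free; Input: 1.6 ng GSK3beta; Medium: Tris/MgCl2 kinase buffer; Timing: 60 min enzyme reaction, room temperature; Signal: ADP-Glo luminescence quantifying ADP generated by kinase; Evaluation: score relative to plate controls; Benchmarks: DMSO neutral wells and GW8510 at 20 µM as positive.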
HSF1 inh: HSF1 inhibition; NIH3T3-HGL HSE-luciferase, MG132-induced, luminescence 8 h; hits give low values; activity change, negative = inhibition, % at 7.5 µM (by protocol); 300,000 compounds, 0.77% hits; AID 2098;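 active means more than half of replicate wells show activity change below -50%, luminescence cut by over half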;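 further: luciferase reports HSF-1 transcriptional activity via heat shock element; 0% = median of DMSO wells and -100% = zero luminescence signal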
Platelet DG rel: modulates dense granule release in human platelets; human platelet-rich plasma, SFLLRN dense granule ATP release, luminescence; inhibition, %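 (compounds screened at 7.5 µM in platelet-rich plasma)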; AID 1663; 300,000 compounds, 0.22% hits;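 active means mean replicate score, as percent of positive control, at or above 50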
HSF1 activator: increases HSF-1 driven luciferase reporter signal | NIH3T3-HGL HSF-1 luciferase reporter, MG132, 8 h; 100% = twice DMSO control signal | activation, % at 9 µM | 300,000 compounds, 1.7% hits | AID 504408;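 active means mean replicate activation of at least 50% with a set share of replicates each reaching 50%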;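 further: 0% = median of the neutral control wells and 100% = twice that signal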
HSP90 refold inh: inhibitors of HSP90 luciferase refolding in rabbit reticulocyte lysate. luciferase refolding luminescence, 3 h. 290,000 compounds, 0.91% hits. inhibition, % at 5.6 µM;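 active means inhibition above the screen-wide mean plus 3 SD, computed separately per campaign, cut at about 16% in these data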;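 further: 0% = DMSO wells and 100% = 60 µM geldanamycin wells; inhibitors lower the luminescence because luciferase stays unfolded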
AI-2 QS modul: Vibrio harveyi AI-2 quorum sensing modulation. Vibrio harveyi JMH597 AI-2 luminescence/OD600 ratio, 9 h; hits give low values; strain lacks LuxN and CqsS sensors; 0 = neutral-control median. activity change, % at 7.5 µM. 300,000 compounds, 0.4% hits; in the data active means activity change below about -75%, passing the limit was not always enough;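 further: luminescence divided by OD600 gain over 9 h not by final OD600 alone; inactives centre near 13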
Numbers without * were called inactive; i = inactive; x = not tested or not shown.

SMILES | HDAC3 inh | GSK3A inh | Dyrk1A ADPGlo | PolyA inh | GSK3B inh | HSF1 inh | Platelet DG rel | HSF1 activator | HSP90 refold inh | AI-2 QS modul
COc1ccc(CC(=O)Nc2cc(=O)n(C)c(=O)n2C)cc1OC | -1 | 1 | x | i | -4 | -5 | -2 | -4 | -1 | 7
CC(C)C(=O)Nc1cccc(NC(=O)c2cccc([N+](=O)[O-])c2)c1 | -2 | -1 | 6 | i | -2 | -3 | -2 | -12 | 2 | 18
COc1ccc(C(CC(=O)Nc2ccc(C)cc2)NC(=O)C(F)(F)F)cc1 (stereo not drawn) | 1 | -2 | -1 | i | 1 | 1 | 17 | -5 | -4 | 3
O=C(/C(=C/O)N=Nc1ccc(Cl)cc1)c1ccncc1 | -7 | 0 | 8 | i | 0 | 1 | 2 | 13 | -1 | -6
COC(=O)c1c(NC(=O)CCC(=O)O)sc2c1CCCCC2 | 0 | -2 | 5 | i | -1 | -3 | 5 | -3 | 2 | 16
CCOc1ccccc1NC(=O)CSc1nnc(Cc2cccn2C)n1-c1ccc(F)cc1 | -3 | 2 | 8 | i | 5 | 5 | 0 | 15 | 2 | 17
CCOP(=O)(O)c1ccccc1OCCCCCOc1ccccc1P(=O)(O)OCC | 0 | -6 | 1 | i | 4 | -7 | -2 | 8 | -2 | 26
Cc1cccc(NC(=O)Cn2cnc3ccccc3c2=O)c1C | -2 | 2 | 2 | i | 6 | -5 | -5 | -1 | 3 | 4
Cc1cc2oc(=O)cc(CN3CCCCC3)c2cc1C(C)C | 7 | 1 | 10 | i | 0 | 4 | -2 | -13 | 1 | 14
CC1=NN(c2ccccc2)C(=O)C1c1ccccc1 (stereo not drawn) | 1 | -1 | -3 | i | -8 | 0 | 9 | 6 | 1 | 14
CC(C)O/C(=N\S(=O)(=O)c1ccc(Cl)cc1)c1ccccc1 | x | x | 6 | i | -4 | -18 | 7 | -4 | 3 | 10
O=C(COC(=O)c1ccc(Br)o1)Nc1ccc(S(=O)(=O)N2CCCC2)cc1 | 6 | -4 | 10 | i | 0 | -4 | 1 | 0 | 0 | -94*
CCOC(=O)C1CCCN(Cc2ccccc2OCC)C1 (stereo not drawn) | -7 | -2 | 3 | i | -2 | 3 | -8 | 23 | 0 | 21
COc1ccc(CCNc2cc(-c3ccccc3)nc3ncnn23)cc1 | -4 | -4 | -5 | i | 0 | -1 | 11 | 24 | 1 | 2
CCOc1ccccc1CN1CCNC(=O)C1CC(=O)NCc1nccn1CC (stereo not drawn) | -2 | 1 | -6 | i | -5 | 20 | 1 | 67* | -2 | 27
CC1Cc2nc(SCC(=O)N3CCN(c4ccccc4)CC3)n(CCc3ccccc3)c(=O)c2S1 (stereo not drawn) | 3 | -2 | 4 | i | 2 | 0 | -1 | -8 | 4 | 27
Cn1nnnc1SCC(=O)Nc1ccccc1Cl | -5 | 2 | 1 | i | 2 | -27 | -2 | -42 | -3 | -1
CCN(CC)CCN1C(=O)c2ccccc2NC1c1ccc(N(C)C)cc1 (stereo not drawn) | 8 | 2 | -1 | i | 1 | -4 | 0 | 8 | 5 | 5
O=C(O)C1=C[C@H](c2ccc(C(F)(F)F)cc2)C[C@H](OCCCCO)O1 | 6 | -7 | 18 | i | -1 | -2 | -4 | 7 | x | 5
CCn1cc([N+](=O)[O-])c(C(=O)N2N=C(c3ccc4ccccc4c3)CC2c2cc(Br)ccc2O)n1 (stereo not drawn) | 0 | 0 | -3 | i | 1 | 2 | -1 | 21 | 7 | 23
COc1ccc(-c2coc3cc(OC)cc(O)c3c2=O)cc1 | -5 | -2 | 3 | i | 1 | 21 | 5 | 56* | -8 | 3
O=C(C[n+]1cc(-c2ccccc2)n2c1CCCCC2)c1ccc(Br)cc1 | -4 | 3 | x | i | -3 | 5 | 4 | -6 | 3 | 38
Cc1[nH]c2ccccc2c1C(=O)CN1CCCCC1CCO (stereo not drawn) | 0 | -1 | -5 | i | 2 | 13 | 5 | 33 | 4 | 3
CCNC(=O)C(=O)N/N=C/c1cc([N+](=O)[O-])ccc1O | 0 | -3 | -2 | i | -4 | -10 | 4 | -5 | 4 | 72
CCCCn1c(N)c(N(CCOC)C(=O)C2CC(=O)N(c3cccc(SC)c3)C2)c(=O)[nH]c1=O (stereo not drawn) | 0 | 2 | 8 | i | 3 | -4 | -4 | -6 | x | 8
COc1ccc(S(=O)(=O)N(C)CC(=O)Nc2ccccc2SC)cc1 | 2 | 0 | -6 | i | 0 | 2 | -9 | 11 | -1 | -5
O=C(CSc1ncc(-c2ccccc2)[nH]1)Nc1ccccc1 | 2 | 0 | -9 | i | 1 | 1 | 3 | 9 | 0 | -82*
O=C(/C=C/c1cccc([N+](=O)[O-])c1)Nc1cccc(NC(=O)c2ccco2)c1 | 2 | -3 | 26 | i | -2 | -3 | -1 | -12 | 3 | 18
C/C(=N\Nc1cc(N2CCOCC2)ncn1)c1ccccc1 | 8 | x | 7 | i | -4 | 11 | 5 | 7 | 2 | 7
Cc1cccc(NC(=O)c2nc[nH]c2C(=O)N[C@@H](CCCCNC(=O)OC(C)(C)C)C(=O)OC(C)(C)C)c1 | -7 | -16 | 6 | i | 1 | 9 | 13 | 2 | x | 1
Cc1cc(N=NC(=O)c2ccccc2O)c2ccccc2c1O | 4 | -1 | -3 | x | 2 | 24 | -4 | 77* | -1 | 84
CSc1ccccc1C(=O)Nc1cc2c(cc1C(=O)O)OCCCO2 | 4 | 1 | -2 | i | 2 | -6 | 2 | 5 | 1 | 3
COc1c2c(cc3c1C(CC(O)Cc1ccccc1)N(C)CC3)OCO2 (stereo not drawn) | 0 | 0 | 2 | i | 0 | -4 | 0 | -9 | -3 | 13
Cc1cc(C)c2nc(NC(=O)c3ccc(OCC4CCCO4)cc3)sc2c1 (stereo not drawn) | -2 | -2 | 4 | i | -2 | 14 | 2 | 35 | -3 | 9
Cc1c(Cl)cccc1NC(=S)N1CCCN(Cc2ccc(F)cc2)C1 | -1 | 2 | -2 | i | -3 | x | 5 | x | 1 | 12
Cc1cc([N+](=O)[O-])cc(/C=N/n2c(C)nc3ccccc3c2=O)c1O | 8 | 1 | -1 | i | 1 | -25 | -1 | -31 | 2 | 25

Some of these compounds in order of length of the SMILES, highest first:
SMILES | HDAC3 inh | GSK3A inh | Dyrk1A ADPGlo | PolyA inh | GSK3B inh | HSF1 inh | Platelet DG rel | HSF1 activator | HSP90 refold inh | AI-2 QS modul
O=C(/C=C/c1cccc([N+](=O)[O-])c1)Nc1cccc(NC(=O)c2ccco2)c1 | 2 | -3 | 26 | i | -2 | -3 | -1 | -12 | 3 | 18
Cc1cc([N+](=O)[O-])cc(/C=N/n2c(C)nc3ccccc3c2=O)c1O | 8 | 1 | -1 | i | 1 | -25 | -1 | -31 | 2 | 25
CSc1ccccc1C(=O)Nc1cc2c(cc1C(=O)O)OCCCO2 | 4 | 1 | -2 | i | 2 | -6 | 2 | 5 | 1 | 3
Cc1cc(N=NC(=O)c2ccccc2O)c2ccccc2c1O | 4 | -1 | -3 | x | 2 | 24 | -4 | 77* | -1 | 84

Next entries.
SMILES | HDAC3 inh | GSK3A inh | Dyrk1A ADPGlo | PolyA inh | GSK3B inh | HSF1 inh | Platelet DG rel | HSF1 activator | HSP90 refold inh | AI-2 QS modul
O=C(NCCN1CCOCC1)C(=O)NCC1OCCN1S(=O)(=O)c1ccc(F)cc1 (stereo not drawn) | -3 | 1 | -6 | i | 0 | 1 | 1 | 0 | -4 | 7
O=C(NCc1cccs1)c1ccc(CS(=O)(=O)c2ccc(Cl)cc2)o1 | -2 | -1 | 9 | i | -2 | 6 | 7 | -1 | 1 | 15
Cc1cccc(C)c1NC(=O)CSc1nnc(NC(=O)c2ccccc2C(=O)O)s1 | -3 | -5 | -11 | i | 4 | -5 | -1 | 9 | -4 | 9
Cc1noc(C)c1COC(=O)c1ccccc1NC(=O)Cc1ccccc1 | -2 | 5 | -5 | i | -1 | 17 | -5 | 23 | 4 | 19
Cc1ccc(-n2c(SCC(=O)N(C)C)nnc2-c2ccco2)cc1 | x | 2 | 2 | i | -5 | 3 | -8 | 5 | 4 | 18
CC(NC(=O)CN1CCN(c2ccccc2F)CC1)c1ccccc1 (stereo not drawn) | 1 | 0 | 8 | i | 5 | 1 | 11 | -10 | -3 | 6
COC(=O)C/C=C/[C@@H](C)[C@@H](/C=N/OC[C@H]1O[C@H](c2ccccc2)C=C[C@@H]1Oc1ccc(OC)cc1)OC | 1 | -2 | x | i | -2 | 9 | 2 | 11 | -2 | 12
COc1cc(CC(=O)Nc2ccc3nc(SC)sc3c2)cc(OC)c1OC | 0 | -2 | 6 | i | 3 | 0 | 14 | -6 | -6 | 0
c1ccc(-c2nnc(CN3CCC4(CC3)OCCO4)o2)cc1 | 1 | -5 | -5 | i | -1 | 0 | 13 | 14 | 3 | 24
CC(CCc1ccccc1)NC(=O)CNc1cccc([N+](=O)[O-])c1 (stereo not drawn) | 2 | -2 | 6 | i | 3 | -5 | -3 | 5 | -4 | 0
COc1ccccc1NC(=O)Cc1nnc(SCC(=O)c2ccccc2)n1C | 0 | -2 | -3 | i | 0 | 8 | -1 | 20 | -1 | 25
O=C(NCC(c1ccco1)N1CCN(c2ccc(F)cc2)CC1)C(=O)NC1CC1 (stereo not drawn) | -2 | -2 | -1 | i | -4 | -7 | x | 4 | x | 12
COc1ccc(Cc2c(O)nc(SCC(=O)N3CCOCC3)[nH]c2=O)cc1 | -7 | -5 | 6 | i | -4 | -3 | 8 | -9 | 1 | 32
Cc1cc(C)c(C#N)c(Nc2ccc(F)cc2)n1 | -5 | 1 | x | i | 2 | -6 | 3 | 1 | 0 | 8
CCCC1=NN(c2ccc([N+](=O)[O-])cc2)C(=O)/C1=C\N(C)C | 8 | -2 | -1 | i | 4 | 19 | 6 | 20 | 1 | 19
N#CCCn1ncn(-c2ccccc2)c1=S | 0 | -2 | 5 | i | -6 | -1 | -10 | -8 | 0 | 1
COc1ccc(C(=O)NCC(c2cccnc2)N2CCN(c3ccccc3)CC2)cc1OC (stereo not drawn) | 8 | 0 | 6 | i | 0 | -4 | 7 | 6 | -2 | 42
NC(=O)c1ccccc1NC(=O)/C=C/c1ccc(Cl)cc1 | -2 | 2 | -7 | i | 0 | 17 | -10 | 38 | 0 | 9
CCNC(=O)NC(=O)CSc1ccccc1F | -1 | -2 | 5 | i | -4 | 12 | -6 | 8 | 3 | 6
O=C1c2nc3ccccn3c2C(=O)N1Cc1ccccc1 | -6 | -1 | 1 | i | 1 | -40 | -2 | -48 | 3 | 25
NC(=O)c1ccccc1N=Cc1ccccn1 | -6 | 2 | 3 | i | 1 | -1 | -1 | 8 | 1 | 21
COc1ccc(CCC(C)N2CCC(Oc3ccc(C(=O)N4CCCC4)cc3)CC2)cc1 (stereo not drawn) | -1 | -1 | -1 | i | 2 | -1 | -6 | 7 | 13 | 20
c1ccc(-c2csc3ncnc(N4CCc5ccccc5C4)c23)cc1 | 4 | -1 | 1 | i | -1 | -5 | 0 | 10 | 3 | 29

Screening data as filed in PubChem BioAssay.

The list is partial; rates above refer to the full screens.
